Screening data (PubChem)
NPSR antag: qHTS Assay for Antagonists of the Neuropeptide S Receptor: cAMP Signal Transduction. Q6W5P4. CHO-NPSR cells, cAMP TR-FRET, antagonist mode. Potency, µM (top dose mostly 38.3 µM), inactives show top-dose activity change, negative = inhibition, hits mostly inhibitors. 1% of 220,000 active; also: % is scaled to controls: 0 for no effect and ±100 for the full control effect; nearly all actives have a fitted effect of over 50% in size; many of its hits are not listed in these tables
Target sequence (Q6W5P4 whole entry, looked up): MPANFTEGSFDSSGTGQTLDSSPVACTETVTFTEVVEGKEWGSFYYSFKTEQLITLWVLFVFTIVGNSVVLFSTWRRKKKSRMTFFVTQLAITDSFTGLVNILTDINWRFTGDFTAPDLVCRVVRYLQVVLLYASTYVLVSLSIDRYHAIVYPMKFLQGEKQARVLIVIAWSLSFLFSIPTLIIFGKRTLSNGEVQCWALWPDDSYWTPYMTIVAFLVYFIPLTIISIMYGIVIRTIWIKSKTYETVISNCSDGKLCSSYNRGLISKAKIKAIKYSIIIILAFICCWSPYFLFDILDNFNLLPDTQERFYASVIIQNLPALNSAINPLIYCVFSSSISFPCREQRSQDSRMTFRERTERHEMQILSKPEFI
Tau fluor counter: Counterscreen qHTS for Inhibitors of Tau Fibril Formation, Fluorescence Polarization; tau K18 P301L Alexa594 fluorescence, heparin fibrillization; Potency, µM (top dose mostly 57.7 µM), inactives show at the highest dose activity change, negative = decrease; 0.93% of 280,000 active; also: % is scaled to controls: 0 for no effect and ±100 for the full control effect; nearly all actives have a fitted effect of over 55% in size
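Human tau K18 P301L (15 uM unlabeled, 0.24 uM Alexa 594-labeled) in 100 mM sodium acetate pH 7 with 20 uM heparin, 6 hr at 37 C. ThT 30 uM added, 1 hr ambient; Alexa 594 FP and total fluorescence read at 555/632 nm.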
ALDH1A1 block: qHTS Assay for Inhibitors of Aldehyde Dehydrogenase 1 (ALDH1A1); AID 1030, 2008; Purified ALDH1A1, NADH fluorescence, propionaldehyde substrate; 7.3% of 220,000 active; Potency, µM (doses to about 75.3 µM), inactives show at the top dose activity, negative = inhibition, most hits filed as inhibitors; active = well fitted inhibition curve with a large enough effect, not every such curve was filed as active; inconclusive = small, poorly fitted or top-dose-only effect, or another doubt; inactive = no such curve, though single readings can be large or run the other way;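 also: plate controls were no enzyme wells and a reference inhibitor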
Target sequence (P00352 whole entry, looked up): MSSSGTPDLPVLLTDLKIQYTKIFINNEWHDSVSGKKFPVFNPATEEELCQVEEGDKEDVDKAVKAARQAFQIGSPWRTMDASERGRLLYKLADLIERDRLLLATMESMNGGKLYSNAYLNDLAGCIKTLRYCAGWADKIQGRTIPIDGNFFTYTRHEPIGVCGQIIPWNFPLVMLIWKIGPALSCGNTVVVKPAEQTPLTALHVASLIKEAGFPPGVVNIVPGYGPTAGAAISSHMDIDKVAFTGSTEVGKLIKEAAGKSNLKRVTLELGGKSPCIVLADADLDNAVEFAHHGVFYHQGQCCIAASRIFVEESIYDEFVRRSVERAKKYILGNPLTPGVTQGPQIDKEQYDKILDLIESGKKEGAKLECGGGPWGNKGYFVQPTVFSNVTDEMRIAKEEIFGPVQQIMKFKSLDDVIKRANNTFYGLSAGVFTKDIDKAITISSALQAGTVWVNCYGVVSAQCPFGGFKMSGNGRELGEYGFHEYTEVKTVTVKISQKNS
GAA glycogen: qHTS Assay for Inhibitors and Activators of Human alpha-Glucosidase Cleavage of Glycogen; AID 2100, 2009; Lysosomal alpha-glucosidase (Homo sapiens), P10253; recombinant GAA, glycogen substrate, Amplex Red glucose oxidase fluorescence; Potency, µM (series often up to 76.4 µM), without a hit: at the top dose activity change, negative = inhibition, usual class: inhibitors; 0.38% of 300,000 active;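 also: 0% = full enzyme reaction and -100% = no-enzyme basal signal; the screen sought inhibitors and activators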
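Recombinant human alpha-glucosidase (4 nM final) hydrolysed bovine liver glycogen (30 ug) for 40 min at 37 C in pH 5.0 citrate/phosphate with 0.01% Tween-20. Released glucose detected by glucose oxidase/Amplex Red, Ex 573/Em 610 nm. Compounds up to 77 uM; AC50 from Hill fits.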
Epigenetic reg: Quantitative High-Throughput Screen for Regulators of Epigenetic Control; Potency, µM (doses to about 53.9 µM), without a hit: top-dose GFP activation, most hits filed as activators; AID 1865, 2009; 0.2% of 280,000 active; murine LDR cells, GFP reporter derepression, 30 h; also: % of control where 0% means no effect; nearly all actives have a fitted effect of over 60% in size
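Derepression of a silenced CMV-GFP reporter in murine LDR cells is scored by enumerating GFP-positive cells with a laser-scanning microplate cytometer after 30 hours of treatment at 37 C.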
aGlu spleen mod: qHTS Assay for Inhibitors and Activators of Human alpha-Glucosidase From Spleen Homogenate | Lysosomal alpha-glucosidase (Homo sapiens), P10253 | human spleen homogenate, 4-MU-alpha-glucoside fluorescence | Potency, µM (series often up to 79.9 µM), for inactives: at the highest dose activity change, negative = inhibition, hits mostly inhibitors | 0.006% of 240,000 active;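 also: 0% = enzyme with vehicle and -100% = no enzyme basal signal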
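Human spleen homogenate (1 ug) incubated with compounds and 1 mM 4-methylumbelliferyl-alpha-D-glucopyranoside in pH 5.0 citrate/phosphate buffer, 37 C, 40 min. Stopped at pH 10; 4-MU fluorescence (Ex 365/Em 440 nm); AC50 by Hill fit.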
GAA inh: qHTS Assay for Inhibitors of Human alpha-Glucosidase as a Potential Chaperone Treatment of Pompe Disease | 0.005% of 200,000 active | Potency, µM (series often up to 76.9 µM), for inactives: at the highest dose activity change, negative = inhibition, usual class: inhibitors | purified human GAA, 4-MU-alpha-glucoside fluorescence | AID 1466, 2008;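 also: plate controls were uninhibited enzyme wells for no effect and no-enzyme background for full effect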
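Fluorescence at Ex 365/Em 440 nm from 4-methylumbelliferone reported enzyme activity after 20 min at room temperature. Reactions used 4 nM enzyme and 400 uM substrate at pH 5.0; curves fitted with the Hill equation.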
GLA spleen mod: qHTS Assay for Inhibitors and Activators of Human alpha-Galactosidase From Spleen Homogenate. Alpha-galactosidase A (Homo sapiens), P06280. human spleen homogenate, 4MU-alpha-Gal fluorescence, 40 min. Potency, µM (doses to about 80 µM), for the others: at the top dose activity change, negative = inhibition, hits mostly inhibitors. 0.008% of 240,000 active;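 also: 0% = enzyme with vehicle and -100% = no enzyme basal signal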
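Human spleen homogenate (1 ug) as enzyme source, 4-methylumbelliferyl-alpha-D-galactopyranoside 1 mM final, citrate/phosphate pH 5.0 with 0.01% Tween-20. Compounds 40 min at 37C, NaOH/glycine stop; fluorescence Ex 365/Em 440, Hill-fit AC50.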
Active calls of the source: *; [ ] = remark or other dose. Unless noted, calls follow the shape of the dose curve; as a rule, active = well fitted curve in the direction sought with a large enough effect; inconclusive = small, poorly fitted or top-dose-only effect, or another doubt; inactive = no such curve, though single readings can be large; an effect the other way counts as inactive or inconclusive. Potency is read from the fitted curve at half-maximal effect.

CCN1CCN(CCC2Oc3cc([N+](=O)[O-])ccc3NC2=O)CC1 (configuration not stated) was read as NPSR antag 6%, Tau fluor counter -2%, ALDH1A1 block 5%, GAA glycogen 12%, Epigenetic reg -5.3%, aGlu spleen mod -5%, GAA inh -1% and GLA spleen mod 0%.
Screening O=C(CCSc1ccccc1)NC(=O)COC(=O)c1ccc(OC(F)F)cc1 returned NPSR antag -29%[46.1 µM], Tau fluor counter -26%, ALDH1A1 block inconclusive, GAA glycogen 3%, Epigenetic reg -0.9%, aGlu spleen mod -6%, GAA inh -7% and GLA spleen mod -8%.
`Cc1cccc(NC(=O)CCc2c(C)nc3ncnn3c2C)n1` gave NPSR antag 6%[46.1 µM], Tau fluor counter -5%, ALDH1A1 block 13%, GAA glycogen -22%, Epigenetic reg -0.7%, aGlu spleen mod 5%, GAA inh 2% and GLA spleen mod -1%.
CCC(=O)Nc1cc(OC)c(NC(=O)c2ccccc2)cc1OC was read as NPSR antag 2%[46.1 µM], Tau fluor counter -27%, ALDH1A1 block 5%, GAA glycogen 3%, Epigenetic reg -1.1%, aGlu spleen mod 6%, GAA inh -8% and GLA spleen mod 8%.
For COC(=O)c1sc(N)c(C(=O)OC)c1COC(=O)CNS(=O)(=O)c1cccc(C#N)c1 the results were NPSR antag 1%, Tau fluor counter -14%, ALDH1A1 block -14%, GAA glycogen 15%, Epigenetic reg -0.3%, aGlu spleen mod 0%, GAA inh -6% and GLA spleen mod -9%.
C=CCNc1nnc(SC2CC(=O)N(c3ccc(OCCC)cc3)C2=O)s1 (configuration not stated) was read as NPSR antag -2%[46.1 µM], Tau fluor counter -8%, ALDH1A1 block 0.56µM*, GAA glycogen -16%, Epigenetic reg -1.0%, aGlu spleen mod 1%, GAA inh 3% and GLA spleen mod 3%.
Cn1c(SCC(=O)N2c3ccccc3Sc3ccccc32)nc2ccccc21 was read as NPSR antag -46%, Tau fluor counter -12%, ALDH1A1 block -9%, GAA glycogen 5%, Epigenetic reg 1.0%, aGlu spleen mod -11%, GAA inh -10% and GLA spleen mod 8%.
O=c1[nH]c(=O)n(-c2ccc(F)cc2)c2c1C(C(F)(F)F)(C(F)(F)F)N=C(c1ccc(F)cc1)N2 was read as NPSR antag -31%, Tau fluor counter 2%, ALDH1A1 block 2%, GAA glycogen 6%, Epigenetic reg -3.0%, aGlu spleen mod -17%, GAA inh -8% and GLA spleen mod -3%.
Screening N#Cc1cc(N)ccc1Sc1ccc(Cl)cc1 returned NPSR antag -9%[46.1 µM], Tau fluor counter 16µM*[quencher], ALDH1A1 block -6%, GAA glycogen -7%, Epigenetic reg -0.2%, aGlu spleen mod -6%, GAA inh 0% and GLA spleen mod -2%.
For O=C(CN1CCN(c2nc(-c3ccccc3)cs2)CC1)NNC(=O)c1ccc(Br)cc1 the results were NPSR antag -19%[46.1 µM], Tau fluor counter -13%, ALDH1A1 block 6%, GAA glycogen -4%, Epigenetic reg 0.9%, aGlu spleen mod -1%, GAA inh -5% and GLA spleen mod -16%.
CCOC(=O)Cn1c(=O)oc2cc(S(=O)(=O)N3CCC(N4CCCCC4)CC3)ccc21 was read as NPSR antag -3%[46.1 µM], Tau fluor counter -4%, ALDH1A1 block -1%, GAA glycogen 3%, Epigenetic reg -1.0%, aGlu spleen mod -5%, GAA inh -7% and GLA spleen mod -10%.
Screening O=C(O)c1ccc2c(=O)n(-c3ccc(F)cc3)c(=S)[nH]c2c1 returned NPSR antag -16%, Tau fluor counter -9%, ALDH1A1 block 6%, GAA glycogen 1%, Epigenetic reg 1.0%, aGlu spleen mod 2%, GAA inh -2% and GLA spleen mod 14%.
CC1CC(=O)Nc2ccccc2N1S(=O)(=O)c1ccc(Br)cc1 (configuration not stated) was read as NPSR antag -8%[46.1 µM], Tau fluor counter -8%, ALDH1A1 block 8%, GAA glycogen 1%, Epigenetic reg 0.4%, aGlu spleen mod -11%, GAA inh -10% and GLA spleen mod -5%.
Screening COc1ccc(N2Cc3ccccc3/C2=N\C(=O)Nc2ccccc2)cc1 returned NPSR antag -23%, Tau fluor counter -2%, ALDH1A1 block inconclusive, GAA glycogen -2%, Epigenetic reg -0.1%, aGlu spleen mod -4%, GAA inh -4% and GLA spleen mod -2%.
`Cc1nn(CC(=O)Nc2ccc3c(c2)nc2n3CCN(C3CCCCC3)C2)c(=O)c2ccccc12` gave NPSR antag 6%, Tau fluor counter inconclusive, ALDH1A1 block inconclusive, GAA glycogen inconclusive, Epigenetic reg 1.3%, aGlu spleen mod 4%, GAA inh 0% and GLA spleen mod 3%.

Next part; it opens with the 2 that closed the last part.
Screening COc1ccc(N2Cc3ccccc3/C2=N\C(=O)Nc2ccccc2)cc1 returned NPSR antag -23%, Tau fluor counter -2%, ALDH1A1 block inconclusive, GAA glycogen -2%, Epigenetic reg -0.1%, aGlu spleen mod -4%, GAA inh -4% and GLA spleen mod -2%.
`Cc1nn(CC(=O)Nc2ccc3c(c2)nc2n3CCN(C3CCCCC3)C2)c(=O)c2ccccc12` gave NPSR antag 6%, Tau fluor counter inconclusive, ALDH1A1 block inconclusive, GAA glycogen inconclusive, Epigenetic reg 1.3%, aGlu spleen mod 4%, GAA inh 0% and GLA spleen mod 3%.
`CC1Cc2cc(/C(O)=C3/C(=O)C(=O)N(CCN4CCOCC4)C3c3cccc(Cl)c3)ccc2O1` (configuration not stated) gave NPSR antag 19%[46.1 µM], Tau fluor counter 5%, ALDH1A1 block 11µM*, GAA glycogen -4%, Epigenetic reg -1.4%, aGlu spleen mod 6%, GAA inh 9% and GLA spleen mod 12%.
`Cc1cc(C)c2c(n1)nn1c(-n3ccnc3)cc(C)nc21` gave NPSR antag -17%[46.1 µM], Tau fluor counter 0%, ALDH1A1 block inconclusive, GAA glycogen 4%, Epigenetic reg -1.9%, aGlu spleen mod 21%, GAA inh inconclusive and GLA spleen mod inconclusive.
Cc1csc(Nc2ccc(Cl)cc2)[n+]1-c1ccc(Cl)cc1 was read as NPSR antag 10µM*, Tau fluor counter inconclusive, ALDH1A1 block inconclusive, GAA glycogen -1%, Epigenetic reg -0.3%, aGlu spleen mod -5%, GAA inh 6% and GLA spleen mod -1%.
For Nc1nnnn1N=C1CCCCC1 the results were NPSR antag -7%[46.1 µM], Tau fluor counter 3%, ALDH1A1 block -5%, GAA glycogen -3%, Epigenetic reg -1.1%, aGlu spleen mod -3%, GAA inh -2% and GLA spleen mod 1%.
For Cn1c(CSCc2ccccc2)nnc1SCC(=O)Nc1ccc(C(=O)O)cc1 the results were NPSR antag -16%, Tau fluor counter 3%, ALDH1A1 block 0%, GAA glycogen -5%, Epigenetic reg -0.8%, aGlu spleen mod -3%, GAA inh 2% and GLA spleen mod 3%.
For CCCC(C)NC(=O)COc1ccc(Sc2ccc(OCC(=O)NC(C)CCC)cc2)cc1 (configuration not stated) the results were NPSR antag -25%, Tau fluor counter -3%, ALDH1A1 block 3%, GAA glycogen -3%, Epigenetic reg 0.0%, aGlu spleen mod -5%, GAA inh -7% and GLA spleen mod 3%.
Screening COc1ccc(-c2ocnc2C(=O)Nc2ccccc2N2CCCCC2)cc1 returned NPSR antag -10%[46.1 µM], Tau fluor counter inconclusive, ALDH1A1 block inconclusive, GAA glycogen -15%, Epigenetic reg -0.7%, aGlu spleen mod 1%, GAA inh -1% and GLA spleen mod 7%.
Screening O=C(CN1CCCCC1)Nc1ccccc1Cl returned NPSR antag -3%, Tau fluor counter -2%, ALDH1A1 block 15%, GAA glycogen -9%, Epigenetic reg 1.0%, aGlu spleen mod -11%, GAA inh -7% and GLA spleen mod 4%.
`Cc1nc(Cl)c2c(n1)NC(=O)CO2` gave NPSR antag 9%, Tau fluor counter 5%, GAA glycogen 1%, Epigenetic reg 0.1%, aGlu spleen mod 1% and GLA spleen mod 7%.
For Cc1cccc(Oc2coc3cc(OC(=O)c4cncc(Br)c4)ccc3c2=O)c1 the results were NPSR antag -5%, Tau fluor counter -8%, ALDH1A1 block 1%, GAA glycogen -2%, Epigenetic reg -4.1%, aGlu spleen mod 2%, GAA inh -11%[15.4 µM] and GLA spleen mod 9%.
Screening COc1ccc(N2C(=O)CC(N(CCc3ccccc3)C(=O)c3ccccc3)C2=O)cc1 (configuration not stated) returned NPSR antag inconclusive, Tau fluor counter -18%, GAA glycogen 4%, Epigenetic reg 7.4%, aGlu spleen mod 0% and GLA spleen mod -2%.
For Cc1ccc(NC(=O)C(=O)N2CCCC2)cc1Cl the results were NPSR antag 27%, Tau fluor counter 7%, ALDH1A1 block -1%, GAA glycogen 5%, Epigenetic reg 0.0%, aGlu spleen mod 1%, GAA inh 2% and GLA spleen mod -16%.
CC(=O)Nc1ccc(C(=O)N2CCN(C(=O)c3ccco3)CC2)cc1 was read as NPSR antag -11%[46.1 µM], Tau fluor counter 0%, ALDH1A1 block -3%, GAA glycogen -2%, Epigenetic reg 2.4%, aGlu spleen mod -7%, GAA inh -2% and GLA spleen mod -2%.
`Nc1nc(SCC(=O)OCc2ccccc2)[nH]c(=O)c1NC(=O)c1ccco1` gave NPSR antag 0%[46.1 µM], Tau fluor counter 8%, ALDH1A1 block -7%, GAA glycogen 2%, Epigenetic reg 0.0%, aGlu spleen mod 3%, GAA inh inconclusive and GLA spleen mod -7%.

Random excerpt: 2 compounds from above.
For CCCC(C)NC(=O)COc1ccc(Sc2ccc(OCC(=O)NC(C)CCC)cc2)cc1 (configuration not stated) the results were NPSR antag -25%, Tau fluor counter -3%, ALDH1A1 block 3%, GAA glycogen -3%, Epigenetic reg 0.0%, aGlu spleen mod -5%, GAA inh -7% and GLA spleen mod 3%.
`Nc1nc(SCC(=O)OCc2ccccc2)[nH]c(=O)c1NC(=O)c1ccco1` gave NPSR antag 0%[46.1 µM], Tau fluor counter 8%, ALDH1A1 block -7%, GAA glycogen 2%, Epigenetic reg 0.0%, aGlu spleen mod 3%, GAA inh inconclusive and GLA spleen mod -7%.

A portion of the library; count on the stated rates, not on these rows.
